# Assay outcomes from PubChem BioAssay.
# zfTRPN1 agonist – zebrafish TRPN1 channel agonists, primary screen, cell-based, HEK293, calcium fluorescence; 220,000 tested, 0.18% active; transient receptor potential cation channel N1 (TRPN1/NompC), Danio rerio; activation, % at 3 µM; HEK293 zebrafish TRPN1-YFP, Fluo-8 calcium fluorescence; 100% = response to 87 µM carbachol;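 active = activation above its plate's cutoff, the mean activation of test wells on that plate plus 3 SD, cut at about 19% in these data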;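 also: 0% = DMSO alone and 100% = 87 µM carbachol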
#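 System: zebrafish TRPN1-YFP in HEK293 cells / Dosing: 3 µM single point / Timing: dye loading 1 h at 37 °C, then 30 min room temperature / Signal: Fluo-8 calcium fluorescence, excitation 470-495 nm, emission 515-575 nm / Read-out basis: percent activation from peak over basal fluorescence ratio, control-normalized / Control set: high carbachol 87 µM, low DMSO alone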
# Calpain2 inh – inhibitors of pig calpain II, primary screen, biochemical, fluorogenic peptide substrate, 1536-well; AID 1236, 2008; purified calpain II, 30 min; 220,000 tested, 0.37% active; inhibition, % at 16 µM;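 active = inhibition above about 50%, limit read from the data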
# Ba/F3 V617F tox – reduced viability of JAK2V617F-dependent Ba/F3 cells, primary screen, JAK2V617F inhibitor project, cell-based, Ba/F3 EpoR-JAK2V617F, luminescence | ATP luminescence | 220,000 tested, 1.1% active | inhibition, % at 5.6 µM;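 active = inhibition above the campaign mean plus 3 SD over all tested compounds, cut at about 24% in these data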;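 also: cytokine-independent growth of Ba/F3 cells driven by EpoR plus mutant JAK2; 0% = DMSO-treated cells and 100% = JAK inhibitor I control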
# S1P4 antagonist – S1P4 receptor antagonists, primary screen, cell-based; Sphingosine 1-phosphate receptor 4 (Homo sapiens), O95977; S1P4-expressing cells, antagonist mode, reporter read-out; inhibition, % at 4.98 µM; 220,000 tested, 0.26% active; AID 1510, 2009; in the data active = inhibition above about 29%;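 also: 0% = wells stimulated with agonist and 100% = vehicle wells without agonist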
# Target sequence (O95977 whole entry, looked up): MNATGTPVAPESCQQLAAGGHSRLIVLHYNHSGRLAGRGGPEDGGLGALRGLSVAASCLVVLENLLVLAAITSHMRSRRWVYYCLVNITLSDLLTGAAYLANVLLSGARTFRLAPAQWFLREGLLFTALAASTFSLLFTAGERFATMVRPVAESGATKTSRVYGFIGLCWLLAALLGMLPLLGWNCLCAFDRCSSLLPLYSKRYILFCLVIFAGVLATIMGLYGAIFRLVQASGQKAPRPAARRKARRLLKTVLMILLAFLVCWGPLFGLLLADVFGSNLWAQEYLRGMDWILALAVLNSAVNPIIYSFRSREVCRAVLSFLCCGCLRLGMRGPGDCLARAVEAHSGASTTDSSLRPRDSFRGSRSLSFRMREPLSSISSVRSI
# S1P4 ag – S1P4 receptor agonists, primary screen, cell-based. Sphingosine 1-phosphate receptor 4 (Homo sapiens), O95977. S1P4-expressing cell line, agonist reporter assay. activation, % at 4.98 µM. 220,000 tested, 0.35% active. AID 1509, 2009; in the data active = activation above about 11%;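 also: 0% = DMSO vehicle and 100% = reference agonist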
# PERK inh – block of dimerizer-induced PERK translation repression, primary screen, PERK inhibitor project, CHO PERK-DD cells, SEAP luminescence, HTS | 220,000 tested, 0.17% active | AID 1416, 2008 | CHO PERK-DD fusion, SEAP luminescence translation reporter | inhibition, % at 5.6 µM;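 active = inhibition above the mean inhibition of all tested compounds plus 3 SD, set separately per screening campaign, cut at about 2.9% in these data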;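 also: PERK kinase domain activated by AP20187 dimerizer at 100 nM; 0% = DMSO with dimerizer and 100% = rapamycin at 8.4 µM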
# EP2 modulator – EP2 receptor modulators, cAMP readout, primary screen, cell-based, HTRF cAMP, PGE2 stimulation | Prostaglandin E2 receptor EP2 subtype (Homo sapiens), P43116 | EP2-expressing cells, cAMP HTRF FRET, PGE2 co-stimulation | induction, % at 25 µM | 260,000 tested, 0.83% active | AID 940, 2007;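 active = compounds whose cAMP rise, as percent of the full-agonist control response, exceeds 60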;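 also: rat C6 glioma line stably carrying human EP2 under a CMV promoter; the protocol text gives 20 µM as final concentration; 100% = response of wells given 1 µM PGE2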
# TRPML3 ag – human TRPML3 channel agonists, primary screen, cell-based, HEK293 TRPML3-YFP, Fluo-8 calcium fluorescence, 3 µM | Mucolipin-3 (Homo sapiens), Q8TDD5 | 100% = the carbachol control signal | activation, % at 3 µM | 220,000 tested, 0.29% active;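 active = activation above its plate's cutoff, the mean activation of the plate's test wells plus 3 SD, cut at about 12% in these data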;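 also: 0% = DMSO only wells and 100% = carbachol wells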
# Target sequence (Q8TDD5 whole entry, looked up): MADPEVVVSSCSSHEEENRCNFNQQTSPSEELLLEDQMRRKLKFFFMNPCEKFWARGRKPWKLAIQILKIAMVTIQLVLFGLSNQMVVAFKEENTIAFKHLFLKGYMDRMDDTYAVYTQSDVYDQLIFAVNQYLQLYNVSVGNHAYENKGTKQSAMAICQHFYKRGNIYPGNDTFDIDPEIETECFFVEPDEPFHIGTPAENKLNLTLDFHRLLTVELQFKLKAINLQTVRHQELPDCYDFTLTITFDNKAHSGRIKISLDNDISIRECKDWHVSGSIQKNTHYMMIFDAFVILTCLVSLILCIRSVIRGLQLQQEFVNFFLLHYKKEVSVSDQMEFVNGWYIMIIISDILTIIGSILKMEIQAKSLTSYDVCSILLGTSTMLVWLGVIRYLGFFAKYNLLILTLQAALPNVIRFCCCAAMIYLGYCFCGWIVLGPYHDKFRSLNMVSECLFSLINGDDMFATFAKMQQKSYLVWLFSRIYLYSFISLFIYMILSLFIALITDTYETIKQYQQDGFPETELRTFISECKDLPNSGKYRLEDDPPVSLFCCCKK
#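 system = HEK293 cells stably carrying human TRPML3-YFP | doses = one concentration, 3 µM nominal, 0.3% DMSO | timing = dye loading 1 h 37 °C then 30 min ambient, 125 s read | detection = Fluo-8 calcium dye fluorescence, ex 470-495, em 515-575 nm | benchmarks = high control carbachol 87 µM, low control DMSO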
# BaF3 tox – parental Ba/F3 cell viability inhibition, counter-screen for JAK2V617F inhibitor project, murine pro-B, CellTiter-Glo luminescence; 220,000 tested, 1.1% active; CellTiter-Glo ATP luminescence; inhibition, % at 5.6 µM; AID 1486, 2009;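 active = inhibition above a per-campaign cutoff, the mean inhibition of all tested compounds plus 3 SD, cut at about 27% in these data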;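 also: 0% = DMSO wells and 100% = JAK Inhibitor I control wells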
# Starred values were filed as active, the others as inactive; i = inactive; / = no result given; & = joins results of further samples.
SMILES,zfTRPN1 agonist,Calpain2 inh,Ba/F3 V617F tox,S1P4 antagonist,S1P4 ag,PERK inh,EP2 modulator,TRPML3 ag,BaF3 tox
Cn1cnnc1SCNC(=O)C(F)(F)F,1.3,-13,-3,10,1.4,2.1,-4,0.9,0
Cc1ccc2nc3sc(C(=O)NCc4ccco4)c(N)c3cc2c1,-0.9,-51,0,-8,1.0,0.7,-71,0.6,0
O=C(O)c1sccc1OCc1ccccc1,1.9,16,2,5,-0.7,2.0,24,0.7,7
O=C(c1ccc(-c2cccc(Cl)c2)o1)N1CCN(c2ccc([N+](=O)[O-])cc2)CC1,-0.3,1,-3,-7,-0.5,0.7,-14,0.8,0
O=C(NCCC1=CCCCC1)c1ccc(Cl)c(S(=O)(=O)Nc2ccccc2)c1,3.0,-14,-3,-7,1.2,-0.3,-6,-0.7,0
O=C1NC2=C(CCc3ccccc32)C(c2ccccc2)N1 (configuration not stated),0.0,-3,4,9,-1.2,-0.1,-2,-0.7,6
CCOC(=O)CCC(NC(=O)c1cncc(O)c1)C(=O)OCC (configuration not stated),-1.2,-295,-1,-10,0.4,1.9,13,1.2,7
COc1cccc(/C(N)=N/OC(=O)Cc2ccccc2[N+](=O)[O-])c1,-3.0,-13,-1,-1,-0.1,0.8,-21,-1.3,6
COCCOC(=O)c1c(C)n(C)c2ccc(OC(=O)c3ccco3)cc12,-1.1,-22,-5,6,-1.3,-0.3,11,0.5,1
Cc1cccc(C(=O)n2c(=S)nc3ccccn32)c1,-0.1,6,0,5,1.2,-0.5,7,0.8,3
O=C1CN(C(=O)COC(=O)CCC(=O)c2ccc3c(c2)OCCO3)c2ccccc2N1,0.9,-31,1,-29,1.8,0.4,7,-0.4,0
Cc1ccc(NC(=S)NNC(=S)Nc2cccc(C(F)(F)F)c2)cc1,1.0,-5,1,-13,1.0,1.3,10,1.2,1
O=C(CC(c1ccccc1)c1cc(Br)ccc1O)NCc1ccco1 (configuration not stated),-1.8,-6,-1,-27,2.9,-0.8,-35,-0.9,3
CC1CC(C)CN(C(=O)C(C)N(C)CC(=O)Nc2ccccc2Cl)C1 (configuration not stated),0.9,-5,-5,-7,1.2,0.6,-67,-0.5,0
CCc1ccc2c(c1)cc(CN(C(=S)Nc1ccccc1C)C1CC1)c1nnnn12,-0.8,4,-1,-2,-1.4,0.2,16,-0.3,6
COc1ccc(/C=C/C(=O)Nc2cc(C(F)(F)F)ccc2Cl)cc1OC,-1.2,-60,-2,-8,1.1,0.3,16,0.1,6
O=C(CCCO)NNc1c2ccccc2nc2ccccc12,3.3,-15,1,0,1.1,0.7,-11,1.2,-1
O=C(O)/C=C/C(=O)NNc1ccc([N+](=O)[O-])cc1,0.3,-23,-2,9,-0.6,0.6,12,0.9,7
Fc1ccc(NC(=S)NCCN2CCOCC2)cc1,0.1,-24,-3,-12,-1.6,0.2,8,0.3,2
Cc1ccc(NC(=S)Nc2ccc(S(=O)(=O)Nc3ncccn3)cc2)c(C)c1,1.8,11,5,-9,-0.3,0.9,-41,0.0,-4
O=C(CSc1nnnn1-c1ccccc1)c1ccc(O)cc1O,-2.0,-20,-2,8,-0.1,-0.1,-2,-0.9,-1
CCC/C(=N\NC(=O)CNC(=O)/C=C/c1ccco1)c1ccccc1,-0.2,7,-2,-16,1.6,0.3,-51,0.0,2
O=C(/C=C/c1cc2c(cc1Br)OCO2)NCc1ccc(Cl)cc1,-1.0,-1,-2,-2,-0.7,0.0,-29,0.6,6
COC(CNC(=O)c1cccnc1)OC,2.0,-4,-3,-9,1.8,0.9,3,1.0,5
CCN1C(=O)/C(=C/c2ccc(C)s2)SC1=Nc1ccc(OC)cc1,-1.0,25,1,6,0.6,1.4,34,0.3,1

# The list goes on.
SMILES,zfTRPN1 agonist,Calpain2 inh,Ba/F3 V617F tox,S1P4 antagonist,S1P4 ag,PERK inh,EP2 modulator,TRPML3 ag,BaF3 tox
COc1ccc(CN(CCC(c2ccco2)C(C)C)C(C)=O)cc1OC (configuration not stated),0.4,-17,-5,-8,1.3,1.2,17,0.9,3
O=C1CCCN1c1ccc(S(=O)(=O)N2CCCCC2)cc1[N+](=O)[O-],-1.6,-29,-4,-5,-1.0,0.3,28,-0.3,0
COc1ccc(NC(=O)CN(C)CC(=O)Nc2ccccc2SC)cc1,0.0,17,3,-21,0.5,-0.1,7,0.8,3
O=C(Cc1n[nH]c(=O)c2ccccc12)NC(c1ccccc1)c1ccccc1,-1.3,-1,-3,-3,-0.7,0.6,-7,-0.9,-3
CC(C)[C@@H](C(=O)N1CCNCC1)n1cc(CCO)nn1,-0.1,16,2,4,0.6,0.7,14,-0.8,-5
COc1ccc(C(c2sc3nc(C)nn3c2O)N2CCN(Cc3ccccc3)CC2)cc1OC (configuration not stated),-0.4,-17,-4,5,-0.2,0.9,-10,0.1,0
O=S(=O)(Nc1nc2ccccc2[nH]1)c1ccc(Cl)cc1,-0.8,15,-1,-1,1.5,-0.8,16&25,-0.6,6
CCOC(=O)C1=C(O)/C(=C/c2cn(CC(=O)NCC3CCCO3)c3ccccc23)SC1=Nc1ccc(C)cc1 (configuration not stated),1.1,/,-2,-13,3.1,-0.9,/,1.0,5
Cc1ccc(N2C(=O)c3ccc(C(=O)N4CCN(Cc5ccccc5)CC4)cc3C2=O)cc1,9.1,-5,-4,-3,-0.3,1.5,-1,3.4,-5
CCN1CCN(c2nc3c(c(=O)[nH]c(=O)n3C)n2CCCSc2ncccn2)CC1,0.5,28,-5,-15,0.3,1.3,5,1.0,5
COc1nc(OC/C(N)=N/O)nc(N2CCOCC2)n1,2.0,28,-3,-12,2.3,1.4,7,0.2,7
COc1ccc(-n2c(SCC(=O)Nc3nccs3)nc3c(c2=O)SC(C)C3)cc1 (configuration not stated),1.4,-27,-1,-1,-0.2,-0.3,-12,0.9,5
O=C(Nc1ccc(S(=O)(=O)NCc2ccccc2)cc1)c1ccccc1[N+](=O)[O-],8.6,20,2,-9,-1.1,-0.5,-7,1.1,4
CCOc1cc(NC(=S)NCCCOC)c(OCC)cc1NC(=O)c1cccs1,-0.9,3,-5,-18,1.5,-0.4,36,0.1,-2
CC(C)OCC1CC(CC(=O)Nc2ccc([N+](=O)[O-])cc2)C(=O)O1 (configuration not stated),0.1,-10,1,-17,2.0,1.3,-5,0.5,6
COc1ccc(-c2c(C(C)=O)c(C)n(C)c2C)cc1,1.3,1,-2,-17,-0.2,1.3,24,0.3,1
CC(C)(C)C1(C)OC(C(=O)NC2CCCCC2)C(C(=O)NC2CCCCC2)O1 (configuration not stated),-3.4,27,7,-3,-3.2,-0.5,42,-1.4,10
CC(C)c1nnc(NC(=O)c2cccc(-n3cnnn3)c2)s1,1.2,3,8,-6,-1.7,-0.1,11,0.8,11
O=[N+]([O-])c1ccc(CSc2nnc(Cc3ccccc3)n2-c2ccc(F)cc2)cc1,-1.8,4,-2,-1,1.3,0.8,14,-0.5,3
COc1ccc(-n2cnnc2SCC(=O)N2CCN(c3ccccc3)CC2)cc1,1.2,-17,5,-5,0.0,-2.4,13,0.8,9
C=CCN1C(=O)CC(C(=O)NC)SC1=Nc1ccc(C(=O)OCC)cc1 (configuration not stated),1.6,-7,-2,-2,0.6,-0.2,17,1.1,-2
CCS(=O)CCSC(=N)N (configuration not stated),-0.3,-39,0,-4,-1.9,0.3,16,0.5,-2
COc1ccc(N(CC(=O)NCc2ccncc2)S(=O)(=O)c2ccc(C)c([N+](=O)[O-])c2)cc1,1.8,-20,-1,13,-0.5,-2.0,-4,0.6,-2
N#Cc1ccccc1Sc1ccccc1C(=O)OCC(N)=O,-1.5,-22,1,-16,1.3,-0.2,23,-0.1,6
COc1ccc(C(=O)NCCc2cc3ccc(C)c(C)c3[nH]c2=O)cc1OC,-0.1,1,-3,-20,-0.9,0.6,-39,0.0,-1

# Remaining list, next part
SMILES,zfTRPN1 agonist,Calpain2 inh,Ba/F3 V617F tox,S1P4 antagonist,S1P4 ag,PERK inh,EP2 modulator,TRPML3 ag,BaF3 tox
CCCc1nc2oc3c(NCc4ccccn4)ncnc3c2c2c1COC(C)(C)C2,2.9,-154,0,-19,-0.2,-0.3,55,0.6,3
Cc1cccc(OCc2nnc(SCC(=O)NCCc3ccccc3)o2)c1,-0.6,-13,5,-2,0.2,1.0,-17,-0.5,2
O=C(CCC(=O)Nc1cccc(Cl)c1)N/N=C/c1cc([N+](=O)[O-])ccc1O,-0.8,30,-3,-14,0.7,0.8,-17,0.4,1
N#CCSc1nc2ccc(N3CCOCC3)cc2c(=O)n1CCc1ccccc1,-0.6,-389,0,-3,3.7,-2.3,19,-0.4,7
COc1ccc(-n2nnnc2SCC(=O)Nc2nnc(C)s2)cc1,-0.6,10,-1,6,-1.7,0.7,37&7,0.1,5
Cc1ccc(NC(=O)c2cc3ccccc3oc2=O)cc1S(=O)(=O)N(C)C,-0.1,-1,2,-8,1.5,-0.4,-11,1.0,5
CCCCc1cc(=O)oc2cc(OCc3nn[nH]n3)ccc12,-0.7,-13,-2,-8,-1.0,1.4,8,1.2,0
CNc1nc(-c2ccccn2)nnc1-c1ccccc1,-1.2,17,-3,5,-1.0,-0.1,20,0.6,0
C/C(=N\NC(=O)c1ccccn1)c1ccc(Cl)cc1,1.2,-15,-3,-23,0.5,-0.6,-23,0.6,2
Cc1cc(C(F)(F)F)nn1-c1nc(-c2ccco2)cc(C(F)(F)F)n1,0.5,10,6,4,-1.4,0.2,25,0.3,10
CC(NC(=O)Cn1cccc1C(=O)c1ccccc1)c1ccc2c(c1)OCCO2 (configuration not stated),-2.2,33,-5,-6,-2.6,1.4,-6,-1.1,1
Nc1nc(SCC(=O)c2c(N)n(Cc3ccccc3)c(=O)[nH]c2=O)n[nH]1,0.7,0,2,-10,0.7,-0.3,-13,0.4,-12
COC(=O)c1c(C(=O)OC)c(-c2ccccc2)n2c1CCC2,-1.4,-13,-4,-3,1.9,0.1,26,0.0,4
O=C1CN2NC(=S)N(c3ccc(Cl)cc3)C2=CN1c1ccc(Cl)cc1,0.8,-3,1,17,0.1,0.2,-16,0.7,7
CCc1c(C)nc(SCC(=O)N2C(C)CCCC2C)[nH]c1=O (configuration not stated),1.3,1,-1,10,-0.9,0.1,-10,1.2,4
O=C(CN1C(=O)c2cccc3cccc1c23)Nc1ccccc1,0.0,i,-3,4,-0.3,0.5,-32,1.2,5
CCn1c(C)cs/c1=N\C(=S)Nc1ccccc1C,-1.9,20,2,-8,2.9,0.7,26,0.5,7
